Source: PubChem (National Center for Advancing Translational Sciences (NCATS))
p53 reactivation = qHTS assay for re-activators of p53 using a Luc reporter | H1299 p53-A138V BP100-luciferase reporter, luminescence, 24 h | Potency, µM (top dose mostly 92.2 µM), for the others: at the top dose activity change, positive = activation, hits mostly activators | 320,000 tested, 0.063% active; also: potency is read from the fitted curve at half-maximal effect; % of control where 0% means no effect; nearly all actives have a fitted effect of over 45% in size
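H1299 (p53-null), stable ts p53-A138V + BP100-Luc; 1000 cells/well, Opti-MEM/10% FBS; cpd 4 pt, 1:5; 24 h, 37 deg C, 5% CO2; detection reagent 10 min RT; luminescence.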
B2AR arrestin = qHTS assay of beta-arrestin-biased ligands of beta2-adrenergic receptor. Beta-2 adrenergic receptor (Homo sapiens), P07550. beta-arrestin recruitment to beta2AR, cell-based reporter. Potency, µM (titrated, usually from 46.1 µM), inactives show at the top dose activation, actives largely listed as activators. 330,000 tested, 0.02% active. AID 492947, 2010;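 also: potency is read from the fitted curve at half-maximal effect; 0% = DMSO controls and full agonism = EC100 isoproterenol or metaproterenol; nearly all actives have a fitted effect of over 65% in size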
Target sequence (P07550 whole entry, looked up): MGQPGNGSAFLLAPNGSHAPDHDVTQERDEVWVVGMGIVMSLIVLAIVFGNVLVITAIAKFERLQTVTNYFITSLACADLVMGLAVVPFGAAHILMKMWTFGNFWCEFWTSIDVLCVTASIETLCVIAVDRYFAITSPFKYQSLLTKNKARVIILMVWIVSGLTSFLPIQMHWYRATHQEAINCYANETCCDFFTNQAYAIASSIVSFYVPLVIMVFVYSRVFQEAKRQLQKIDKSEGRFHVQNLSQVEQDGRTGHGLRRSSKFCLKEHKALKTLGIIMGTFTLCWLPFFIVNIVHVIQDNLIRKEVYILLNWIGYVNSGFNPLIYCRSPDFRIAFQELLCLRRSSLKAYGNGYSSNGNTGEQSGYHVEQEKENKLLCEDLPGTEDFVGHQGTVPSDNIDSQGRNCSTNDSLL
TRPV1 agonist = HTS Assay for Compounds that Act as Agonists of the Vanilloid Receptor 1 | Transient receptor potential cation channel subfamily V member 1 (Homo sapiens), Q8NER1 | TRPV1-expressing cells, Fluo-8 calcium influx, agonist mode | activation, % at 8.33 µM | 320,000 tested, 0.19% active | AID 540275, 2011; in the data active = activation above about 80%; inconclusive = between about 30% and that limit; also: 0% is about no effect
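Fluo-8 calcium influx in TRPV1-expressing cells, kinetic read (ex 480/em 520 nm). Compound added and read 3 min for agonist activity, followed by capsaicin at EC20 final and 2 min further read for enhancement.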
Eya2 inh = qHTS Assay for Inhibitors of the Phosphatase Activity of Eya2; 330,000 tested, 0.006% active; Potency, µM (top dose mostly 76.9 µM), inactives show at the highest dose activity, negative = inhibition, most hits filed as inhibitors; recombinant Eya2, OMFP fluorescence dephosphorylation (OMFP is methylfluorescein phosphate); AID 488837, 2010; also: potency is read from the fitted curve at half-maximal effect; % is scaled to controls: 0 for no effect and ±100 for the full control effect
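Eya2 (0.2 uM) preincubated 10 min at ambient with compound, then OMFP substrate added at 50 uM; 10 min reaction in 50 mM HEPES pH 7.5, 50 mM NaCl, 5 uM MgCl2, 0.05% BSA, 1 mM DTT. Fluorescence read at Ex 485/Em 525 nm.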
a7 integrin act = qHTS for Activators of Integrin-Mediated Alleviation for Muscular Dystrophy; alpha7betagal myoblasts, beta-gal FDG fluorescence, 48 h; Potency, µM (doses to about 38.3 µM), for inactives: top-dose activation, usual class: activators; 350,000 tested, 0.064% active; AID 624291, 2012;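 also: potency is read from the fitted curve at half-maximal effect; 100% = response of the positive control SU9516; nearly all actives have a fitted effect of over 60% in size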
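alpha7betagal+/- myoblasts (passage 13, 250/well) treated 48 h at 37C with compounds at 1:260 dilution of DMSO stock. Lysed, then beta-galactosidase activity read as FDG fluorescence (ex 480/em 540) after 30 min, with pre-read for autofluorescence.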
uPA surface inh = qHTS for Inhibitors of Cell Surface uPA Generation | Potency, µM (top dose mostly 38.3 µM), without a hit: top-dose activity change, negative = inhibition, usual class: inhibitors | cell surface uPA generation assay, qHTS | 330,000 tested, 0.31% active; active = well fitted inhibition curve with a large enough effect; inconclusive = small, poorly fitted or top-dose-only effect; inactive = no such curve, though single readings can be large or run the other way; tested in mouse RAW 264.7 cells; also: potency is read from the fitted curve at half-maximal effect; % is scaled to controls: 0 for no effect and ±100 for the full control effect; nearly all actives have a fitted effect of over 55% in size
S-ASM inh = Inhibitors of Secretory Acid Sphingomyelinase (S-ASM): qHTS; Sphingomyelin phosphodiesterase (Homo sapiens), P17405; placental ASM, HMU-PC fluorogenic substrate, 60 min; Potency, µM (doses to about 57.5 µM), for inactives: at the highest dose activity change, negative = inhibition, actives largely listed as inhibitors; 340,000 tested, 0.006% active; AID 504937, 2011; also: potency is read from the fitted curve at half-maximal effect
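HMU-PC0 cleavage (9 uM final) by human placental ASM, 60 min at 37 °C following 10 min compound exposure at RT; stopped at pH 10, fluorescence Ex 386/Em 447 nm.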
BRCA1 expr up = qHTS Assay to Identify Small Molecule Activators of BRCA1 Expression; MCF7-BRCA1-FFLuc reporter, luminescence, 48 h; response scale: scaled: vehicle 0%, 10 µM genistein 100%; AID 624202, 2012; 380,000 tested, 1.1% active; Potency, µM (titrated, usually from 46.1 µM), without a hit: at the highest dose activation, actives largely listed as activators; also: potency is read from the fitted curve at half-maximal effect; nearly all actives have a fitted effect of over 80% in size; some results filed as inactive show a strong effect at the top dose
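MCF7-BRCA1-FFLuc cells, 2000/well in phenol-red-free MEM, attached 2 h then treated 48 h at 37 C. Luciferase luminescence read 15 min after reagent; normalized to genistein maximum activation (10microM) and DMSO, concentration-response fitted.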
USP2a inh = qHTS Assay for Inhibitors of Ubiquitin-specific Protease USP2a Using CHOP2 as the Reporter; USP2 core, Ub-CHOP2 coupled fluorogenic reporter, 485/531; Potency, µM (top dose mostly 38.3 µM), for inactives: at the top dose activity change, negative = inhibition, most hits filed as inhibitors; 330,000 tested, 0.01% active; AID 463254, 2010;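 also: potency is read from the fitted curve at half-maximal effect; plate controls were DMSO wells for no effect and full inhibition by NEM control for full effect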
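Cell-free coupled assay: 10nM USP2 core preincubated 30min RT with compound in Tris-HCl pH 8.0/CaCl2/CHAPS buffer, then 25nM Ub-CHOP2 and 25nM reporter substrate; fluorescence (Ex 485/Em 531) read after 60min RT, normalized to NEM inhibition, concentration-response curves fitted.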
PTAP TSG101 blk = qHTS Assay for Iinhibitors of HIV-1 Budding by Blocking the Interaction of PTAP/TSG101. Fluorescence polarization, FITC-PTAP peptide / Tsg101 binding. 340,000 tested, under 10 active. Tumor susceptibility gene 101 protein (Homo sapiens), Q99816. Potency, µM (highest dose often 115 µM), without a hit: at the highest dose activity change, negative = inhibition, hits mostly inhibitors; active = well fitted inhibition curve with a large enough effect in the main read-out, with a control signal flat, not every such curve was filed as active; inconclusive = small, poorly fitted or top-dose-only effect, or effect the other way, or a change in a side signal; inactive = no such curve, though single readings can be large or run the other way; also: potency is read from the fitted curve at half-maximal effect; % of control where 0% means no effect
Target sequence (Q99816 whole entry, looked up): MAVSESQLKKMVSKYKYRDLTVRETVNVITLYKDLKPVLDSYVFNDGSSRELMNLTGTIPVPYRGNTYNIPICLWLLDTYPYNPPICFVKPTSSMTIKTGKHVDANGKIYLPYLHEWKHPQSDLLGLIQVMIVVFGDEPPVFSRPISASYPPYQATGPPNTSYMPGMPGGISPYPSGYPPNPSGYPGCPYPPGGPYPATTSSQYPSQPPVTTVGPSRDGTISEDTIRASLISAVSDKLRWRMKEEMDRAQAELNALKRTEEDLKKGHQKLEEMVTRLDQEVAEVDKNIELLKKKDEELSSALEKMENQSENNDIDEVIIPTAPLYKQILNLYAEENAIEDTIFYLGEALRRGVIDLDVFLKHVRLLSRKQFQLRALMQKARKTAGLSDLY
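Steps: Tsg101 binding domain dispensed (10 uM final), compounds pinned in DMSO, FITC-labeled PTAP-motif peptide added (50 nM final); after 20 min binding at room temperature, polarization measured.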
ELG1 genotox = qHTS screen for small molecules that induce genotoxicity in human embryonic kidney (HEK293T) cells expressing luciferase-tagged ELG1 | HEK293T ELG1-luciferase reporter, luminescence, 16 h | 330,000 tested, 1.3% active | Potency, µM (titrated, usually from 46 µM), without a hit: top-dose activity change, positive = activation, usual class: activators; also: potency is read from the fitted curve at half-maximal effect; % of control where 0% means no effect; nearly all actives have a fitted effect of over 60% in size
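Genotoxicity was scored as increased ELG1-luciferase reporter signal, measured by ONE-Glo luminescence (30 min, room temperature). Compound or vehicle exposure of the HEK293T reporter cells lasted 16 hr at 37°C.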
Numbers without * were called inactive; i = inactive; ? = inconclusive; · = not tested or not shown; [ ] = dose if it differs, or a comment. Unless noted, calls follow the shape of the dose curve; as a rule, active = well fitted curve in the direction sought with a large enough effect; inconclusive = small, poorly fitted or top-dose-only effect, or another doubt; inactive = no such curve, though single readings can be large; an effect the other way counts as inactive or inconclusive.

SMILES	p53 reactivation	B2AR arrestin	TRPV1 agonist	Eya2 inh	a7 integrin act	uPA surface inh	S-ASM inh	BRCA1 expr up	USP2a inh	PTAP TSG101 blk	ELG1 genotox
Cc1ccc(S(=O)(=O)N2CCOCC2)cc1C(=O)OCc1nnc(-c2ccccc2)o1	3%	-2.8%	5	21%	0%	-4%	1%	-13%	2%	-2%	-2%
CCOc1cc(/C=N/NC(=O)C(=O)NC)cc(Br)c1O	3%	-1.7%	1	2%	13%	2%	0%	-7%	2%	-5%	-1%
CC(C)(C)C(=O)Nc1ccc(Cc2ccncc2)cc1	·	·	·	·	-5%	2%	4%	-19%	·	0%	·
Cc1ccccc1-n1nc(C(=O)O)c(C)c(C#N)c1=O	3%	0.1%	0	-3%	16%	-6%	4%	-15%	2%	-4%	0%
Cc1ccc(C(=O)NCCCNc2ccccc2[N+](=O)[O-])cc1	-2%	0.1%	-6	-28%	26%	-1%	-9%	-27%	-3%	0%	1%
COc1ccc(CN(C(=O)c2nsc(Cl)c2Cl)C(C(=O)NC2CCCCC2)c2ccc(OC)cc2)cc1 (configuration not stated)	2%	-0.4%	20	-7%	10%	-26%	-3%	-44%	0%	-4%	-9%
CC(C)CC(=O)Nc1ccc(C(=O)CN2CCC(C)CC2)cc1	3%	-0.3%	1	-2%	0%	·	-4%	-7%	-2%	-1%	-1%
CCc1ccc2c(c1)C1(SC(NC(C)=O)=NN1C(C)=O)C(=O)N2C(C)C (configuration not stated)	-13%	-0.3%	5	-26%	-3%	7%	2%	-1%	1%	-14%	-1%
COc1cc2cc(C(c3nnnn3C3CCCC3)N(C)C3CCCCC3)c(=O)[nH]c2cc1OC (configuration not stated)	-15%	-0.1%	9	8%	5%	·	29%	-18%	0%	-5%	-2%
COc1ccccc1C(=O)Nc1ccc2c(c1)nc1n2CCN(C2CCCCC2)C1	-10%	2.1%	2	-8%	-32%	?	13%	-14%	3%	-2%	4%
CCC1(C)Cc2c(sc3[nH]c(=O)[nH]c(=O)c23)CS1 (configuration not stated)	2%	0.1%	-2	5%	-1%	4%	i	15%	3%	-12%	0%
Cc1noc(C)c1C(=O)OCC(=O)N(C)C1CCS(=O)(=O)C1 (configuration not stated)	0%	-0.1%	-2	4%	-24%	-2%	-2%	1%	1%	0%	-1%
O=C(NCC(=O)N(Cc1ccc(F)cc1)C(C(=O)NC1CCCC1)c1ccco1)c1ccco1 (configuration not stated)	0%	-0.2%	18	1%	-15%	-2%	0%	-20%	1%	-7%	-2%
O=C(Nc1cccc(Cl)c1)C1C2CCC3C(CCC21)C3(Cl)Cl (configuration not stated)	12%	-0.8%	?	0%	-20%	-6%	19%	-56%	1%	0%	-9%
Cc1cccc(NC(=O)CSCC(=O)N=c2sccn2C)c1	5%	0.2%	-2	-16%	-13%	-1%	0%	2%	1%	-4%	3%
COC1OC2COC(c3ccccc3)OC2C(O)C1N (configuration not stated)	·	·	·	·	-63%[inhibitor]	-3%	3%	-4%	·	-5%	·
COc1ccc(NC(=O)C(c2ccc(C)cc2)N(C)C(=O)c2cnccn2)cc1 (configuration not stated)	-6%	-0.1%	5	6%	8%	1%	-11%	2%	3%	-5%	-6%
CC(Sc1nnc(-c2ccco2)n1-c1ccccc1)C(=O)NCC1CCCO1 (configuration not stated)	12%	0.3%	1	1%	-21%	-9%	0%	3%	-1%	-5%	1%
COc1cc(/C=C/C(=O)OCC(=O)NC(=O)C2COc3ccccc3O2)ccc1OC(F)F (configuration not stated)	-3%	-1.0%	·	-3%	-18%	1%	-1%	-3%	2%	-1%	3%
COC(=O)[C@]1(C)N[C@H](CN(C)C(=O)Nc2ccc(C)cc2)[C@@H]2C(=O)N(C)C(=O)[C@@H]21	0%	-1.2%	·	-17%	14%	11%	5%	-7%	-16%	-3%	1%
CSc1nnc(C(C)c2ncc(C(F)(F)F)cc2Cl)n1C (configuration not stated)	0%	0.1%	3	2%	3%	-1%	3%	-22%	2%	-2%	-2%
O=C(CSc1nnc(-c2ccncc2)n1Cc1ccco1)N1c2ccccc2Sc2ccc(Cl)cc21	-6%	-0.5%	2	9%	-3%	-2%	-2%	-31%	-2%	-6%	-5%
COC(=O)c1ccc(C(=O)OC)c(NC(=O)CSc2n[nH]c(N)n2)c1	7%	0.0%	·	-18%	12%	-2%	-1%	-22%	3%	-6%	6%
CCN(CC)S(=O)(=O)c1ccc(S(=O)(=O)N2CCC(C(=O)NC3CCN(Cc4ccccc4)CC3)CC2)cc1	3%	-0.3%	-3	-15%	-4%	7%	5%	-6%	0%	-2%	2%

Part of the list above, with two lines to a compound.
Second line of a record – p53 reactivation | B2AR arrestin | TRPV1 agonist | Eya2 inh | a7 integrin act | uPA surface inh | S-ASM inh | BRCA1 expr up | USP2a inh | PTAP TSG101 blk | ELG1 genotox
COC(=O)c1ccc(C(=O)OC)c(NC(=O)CSc2n[nH]c(N)n2)c1
→ 7% | 0.0% | · | -18% | 12% | -2% | -1% | -22% | 3% | -6% | 6%
Cc1cccc(NC(=O)CSCC(=O)N=c2sccn2C)c1
→ 5% | 0.2% | -2 | -16% | -13% | -1% | 0% | 2% | 1% | -4% | 3%
COc1cc(/C=C/C(=O)OCC(=O)NC(=O)C2COc3ccccc3O2)ccc1OC(F)F (configuration not stated)
→ -3% | -1.0% | · | -3% | -18% | 1% | -1% | -3% | 2% | -1% | 3%
CSc1nnc(C(C)c2ncc(C(F)(F)F)cc2Cl)n1C (configuration not stated)
→ 0% | 0.1% | 3 | 2% | 3% | -1% | 3% | -22% | 2% | -2% | -2%

Carrying on.
SMILES	p53 reactivation	B2AR arrestin	TRPV1 agonist	Eya2 inh	a7 integrin act	uPA surface inh	S-ASM inh	BRCA1 expr up	USP2a inh	PTAP TSG101 blk	ELG1 genotox
CC(=O)c1c(C)[nH]c(C(=O)COC(=O)CNS(=O)(=O)c2ccccc2)c1C	2%	0.0%	0	12%	39%[7.66 µM]	-2%	-1%	1%	4%	-4%	0%
O=C(c1cccnc1)n1nc(NCc2ccccc2)nc1NCc1ccccc1	-1%	-0.3%	6	-3%	-4%	2%	-12%	-24%	3%	0%	1%
CC(CCc1ccccc1)NC(=O)/C=C/c1ccc(Cl)cc1 (configuration not stated)	-3%	2.0%	?	0%	-11%	-12%	-6%	-7%	-12%	-3%	-1%
CC(=O)N(CCc1ccccc1C)Cc1cc2cc(C)ccc2[nH]c1=O	-1%	-0.5%	?	-19%	0%	?	-4%	-29%	3%	0%	-4%
Cc1cc(C(=O)N/N=C/c2ccc(-c3cccc(Cl)c3Cl)o2)n[nH]1	0%	-0.9%	-7	-2%	18%	-3%	31%	-47%	5%	3%	-2%
CCCn1c(=S)[nH]c2cc(C(=O)N3CCN(C(=O)OCC)CC3)ccc2c1=O	-4%	0.3%	-1	8%	-28%	-1%	-3%	0%	4%	-3%	-3%
CCOC(=O)c1[nH]c(C)c(C(=O)Nc2ccccc2C)c1C	12%	0.1%	-2	4%	17%	?	0%	-24%	1%	-1%	?
Cc1cc(NC(=O)CN2CCN(S(=O)(=O)c3ccc(Cl)cc3)CC2)no1	2%	0.1%	2	1%	-3%[7.66 µM]	·	-3%	-9%	0%	-12%	3%
C=CCNC(=S)NNC(=O)c1cccn(Cc2cccc(Cl)c2)c1=O	-15%	-0.2%	-3	-31%	9%	·	23%	-20%	4%	-9%	0%
Cc1c(Cl)cccc1NC(=S)NCc1ccccc1	·	·	·	·	-24%	-4%	-1%	10%	·	-8%	·

The order is random; about 2.6% have a hit in one of these screens.
